High-throughput results as filed in PubChem.
TROY signal inh: inhibitors of TROY-dependent NF-kB signaling | inhibition, % at 10 µM | Q293 LMP1-TROYcd NF-kB luciferase reporter, 4 h | 360,000 compounds, 0.98% hits;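 active = compounds whose plate-normalised and pattern-corrected inhibition of the luciferase reporter signal at the single screening dose is 50% or more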
Shn3 inh set2: Schnurri-3 reporter inhibition in Clone20 osteoblasts; Clone20 osteoblast Shn3 3'UTR firefly luciferase, 24 h; inhibition, % at 12.5 µM; 360,000 compounds, 0.52% hits;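 active = mean inhibition of at least 75% with every replicate also reaching 75%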;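 also: 0% = median of neutral control wells and 100% = pilot-screen positive control compound; some compounds past the cut are filed as inactive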
CF NFkB block: inhibitors of cystic fibrosis induced NF-kB; 360,000 compounds, 0.86% hits; inhibition, % at 5 µM; KKLEB NF-kB-GFP reporter, PAF-induced, GFP fluorescence overnight;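 active = at least 50% inhibition at 5 µM, scaled per plate between neutral and stimulator controls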;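 also: PAF is a Pseudomonas aeruginosa culture filtrate used as stimulus; plate controls were PAF-stimulated DMSO wells for no effect and unstimulated DMSO wells for full effect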
NR5A2 inv ag: suppresses constitutive activity of human LRH-1 | inhibition, % at 3.6 µM | AID 602396 | HEK293T StAR-luciferase reporter, LRH-1 transfected, 24 h | 360,000 compounds, 0.13% hits;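 active = inhibition above the mean inhibition of all tested compounds plus 3 SD, cut at about 73% in these data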;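 also: 0% = DMSO wells and 100% = reporter-only cells lacking LRH-1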
Target sequence (O00482 whole entry, looked up): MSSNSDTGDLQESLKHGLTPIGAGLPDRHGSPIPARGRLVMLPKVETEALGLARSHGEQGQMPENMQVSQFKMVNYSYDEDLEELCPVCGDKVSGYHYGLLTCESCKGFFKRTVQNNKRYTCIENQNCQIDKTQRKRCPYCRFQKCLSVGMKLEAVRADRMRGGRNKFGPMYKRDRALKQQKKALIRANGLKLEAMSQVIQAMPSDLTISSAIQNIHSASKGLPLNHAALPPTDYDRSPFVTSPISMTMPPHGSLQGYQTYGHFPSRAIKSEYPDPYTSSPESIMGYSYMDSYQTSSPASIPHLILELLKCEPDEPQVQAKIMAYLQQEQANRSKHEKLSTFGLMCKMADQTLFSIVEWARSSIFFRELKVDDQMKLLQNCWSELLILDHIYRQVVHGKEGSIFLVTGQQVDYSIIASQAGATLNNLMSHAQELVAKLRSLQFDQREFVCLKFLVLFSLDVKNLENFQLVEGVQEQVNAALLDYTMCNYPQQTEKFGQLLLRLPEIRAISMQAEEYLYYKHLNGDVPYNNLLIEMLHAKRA
TWEAK Fn14 block: blocks TWEAK-Fn14 interaction in a reporter cell assay; inhibition, % at 10 µM; 360,000 compounds, 2% hits; TWEAK-stimulated Fn14 reporter cells, luciferase luminescence, 8 h; in the data active = inhibition above about 50%
C8 TRAIL sens: caspase-8 TRAIL sensitization. NB7+C8 cells + TRAIL, ATPlite viability luminescence. inhibition (viability loss, TRAIL sensitization), % at 10 µM. 360,000 compounds, 1% hits. AID 624354;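 active = compounds causing at least 50% loss of cell viability in the single-dose screen, relative to plate controls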
NCOA3 inh: human NCOA3 inhibition. 360,000 compounds, 0.17% hits. inhibition, % at 3.6 µM. HEK293 GAL4-SRC3 luciferase reporter, luminescence. Q9Y6Q9;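 active = inhibition above a per-campaign cutoff, the mean of all compounds plus 3 SD, cut at about 60% in these data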;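 also: 0% = DMSO-treated cells and 100% = gossypol-treated cells at 36 µM; higher means less SRC3-driven luciferase light from the GAL4 reporter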
KKLEB cytotox: reduces viability of KKLEB cystic fibrosis airway cells; KKLEB CF airway cells viability, ATPlite luminescence, overnight; active compounds read low; cells stimulated with P. aeruginosa culture filtrate; AID 602141; activity change (cytotoxicity), % at 5 µM; 360,000 compounds, 0.36% hits;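 active = corrected activity change at or below -50% at 5 µM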
NR2F2 inh: inhibitors of human COUP-TFII (NR2F2); HEK293T NGFI-A luciferase reporter, luminescence; P24468; AID 686940; 370,000 compounds, 0.7% hits; inhibition, % at 8.6 µM;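 active = inhibition above a per-plate cutoff, mean inhibition of test wells between control levels plus 3 SD, cut at about 38% in these data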;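 also: cells cotransfected with COUP-TFII expression vector driving the NGFI-A reporter; 0% = median of COUP-TF2 test wells and 100% = reporter-only cells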
Target sequence (P24468 whole entry, looked up): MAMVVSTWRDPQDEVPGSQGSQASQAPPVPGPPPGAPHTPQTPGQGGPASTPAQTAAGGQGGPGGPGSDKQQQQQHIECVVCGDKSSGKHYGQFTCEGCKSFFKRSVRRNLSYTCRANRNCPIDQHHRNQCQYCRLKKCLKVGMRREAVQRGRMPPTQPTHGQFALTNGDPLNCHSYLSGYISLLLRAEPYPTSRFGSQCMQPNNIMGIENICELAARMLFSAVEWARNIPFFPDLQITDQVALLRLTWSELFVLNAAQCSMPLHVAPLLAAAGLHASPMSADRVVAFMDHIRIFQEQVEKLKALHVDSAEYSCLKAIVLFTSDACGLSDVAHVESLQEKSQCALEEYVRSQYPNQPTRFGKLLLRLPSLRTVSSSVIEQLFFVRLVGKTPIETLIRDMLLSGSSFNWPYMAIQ
EBV LMP1 NFkB: inhibitors of Epstein-Barr LMP1-induced NF-kappaB reporter; LMP1-induced NF-kappaB luciferase reporter cells, luminescence; inhibition, % at 12.5 µM; 350,000 compounds, 0.69% hits; in the data active = inhibition above about 41%;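 also: 0% = neutral control wells and 100% = reference inhibitor control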
SRC1 inh: inhibits human SRC1 coactivator; Q15788; HEK293 GAL4-SRC1 luciferase reporter, luminescence; inhibition, % at 3.6 µM; 360,000 compounds, 0.12% hits; AID 588354;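 active = inhibition above the campaign mean plus 3 SD, with each screening campaign given its own cutoff, cut at about 60% in these data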;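 also: 0% = DMSO treated cells and 100% = gossypol at 36 µM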
* hit, by the source's call. This is a subset; count on the stated rates, not on these rows.

Start of the listing, in advance, 4 compounds:
COc1ccccc1-n1c(SCC(=O)NC(C)(C)C)nc(O)c(Cc2ccccc2)c1=O was read as TROY signal inh 8, Shn3 inh set2 -18, CF NFkB block -20, NR5A2 inv ag 16, TWEAK Fn14 block 1, C8 TRAIL sens -8, NCOA3 inh 11, KKLEB cytotox 6, NR2F2 inh -7, EBV LMP1 NFkB -5 and SRC1 inh 10.
Cc1cc(C(=O)NCCc2ccc(Cl)cc2)no1 was read as TROY signal inh -21, Shn3 inh set2 -9, CF NFkB block -4, NR5A2 inv ag -8, TWEAK Fn14 block -7, C8 TRAIL sens 2, NCOA3 inh 4, KKLEB cytotox -1, NR2F2 inh -1, EBV LMP1 NFkB 2 and SRC1 inh -2.
Screening Nc1cc(=O)[nH]c(SCC(=O)Nc2ccccc2-c2ccccc2)n1 returned TROY signal inh 2, Shn3 inh set2 -15, CF NFkB block -9, NR5A2 inv ag -3, TWEAK Fn14 block 14, C8 TRAIL sens -1, NCOA3 inh 12, KKLEB cytotox -16, NR2F2 inh -12, EBV LMP1 NFkB -3 and SRC1 inh -1.
NS(=O)(=O)c1ccc(NC(=S)N2CCc3ccccc32)cc1 was read as TROY signal inh 8, Shn3 inh set2 17, CF NFkB block -3, NR5A2 inv ag 18, TWEAK Fn14 block 19, C8 TRAIL sens 5, NCOA3 inh -15, KKLEB cytotox 16, NR2F2 inh -9, EBV LMP1 NFkB 9 and SRC1 inh -8.

Results, from the first entry:
COc1ccccc1-n1c(SCC(=O)NC(C)(C)C)nc(O)c(Cc2ccccc2)c1=O was read as TROY signal inh 8, Shn3 inh set2 -18, CF NFkB block -20, NR5A2 inv ag 16, TWEAK Fn14 block 1, C8 TRAIL sens -8, NCOA3 inh 11, KKLEB cytotox 6, NR2F2 inh -7, EBV LMP1 NFkB -5 and SRC1 inh 10.
Cc1cc(C(=O)NCCc2ccc(Cl)cc2)no1 was read as TROY signal inh -21, Shn3 inh set2 -9, CF NFkB block -4, NR5A2 inv ag -8, TWEAK Fn14 block -7, C8 TRAIL sens 2, NCOA3 inh 4, KKLEB cytotox -1, NR2F2 inh -1, EBV LMP1 NFkB 2 and SRC1 inh -2.
Screening Nc1cc(=O)[nH]c(SCC(=O)Nc2ccccc2-c2ccccc2)n1 returned TROY signal inh 2, Shn3 inh set2 -15, CF NFkB block -9, NR5A2 inv ag -3, TWEAK Fn14 block 14, C8 TRAIL sens -1, NCOA3 inh 12, KKLEB cytotox -16, NR2F2 inh -12, EBV LMP1 NFkB -3 and SRC1 inh -1.
NS(=O)(=O)c1ccc(NC(=S)N2CCc3ccccc32)cc1 was read as TROY signal inh 8, Shn3 inh set2 17, CF NFkB block -3, NR5A2 inv ag 18, TWEAK Fn14 block 19, C8 TRAIL sens 5, NCOA3 inh -15, KKLEB cytotox 16, NR2F2 inh -9, EBV LMP1 NFkB 9 and SRC1 inh -8.
O=C(COC(=O)COc1ccc(Br)cc1)NCCC1=CCCCC1 was read as TROY signal inh -16, Shn3 inh set2 -11, CF NFkB block 5, NR5A2 inv ag -5, TWEAK Fn14 block -9, C8 TRAIL sens -11, NCOA3 inh -8, KKLEB cytotox 7, NR2F2 inh 3, EBV LMP1 NFkB -8 and SRC1 inh -18.
Cc1cc(OC(C)C(=O)NCc2cccnc2)c2c(C)c(C)c(=O)oc2c1 (stereo not drawn) was read as TROY signal inh -25, Shn3 inh set2 -10, CF NFkB block -30, NR5A2 inv ag 13, TWEAK Fn14 block -6, C8 TRAIL sens -1, NCOA3 inh -17, KKLEB cytotox 0, NR2F2 inh -3, EBV LMP1 NFkB 11 and SRC1 inh -7.
`Cc1ccc(NC(=O)CSc2nnc([C@H](C)NC(=O)OC(C)(C)C)o2)c(C)c1` gave TROY signal inh 12, Shn3 inh set2 5, CF NFkB block -3, NR5A2 inv ag 36, TWEAK Fn14 block -1, C8 TRAIL sens -30, NCOA3 inh 0, KKLEB cytotox 1, NR2F2 inh -12, EBV LMP1 NFkB 13 and SRC1 inh -25.
Fc1cccc(F)c1/C=N/Nc1ccccn1 was read as TROY signal inh -76, Shn3 inh set2 -40, CF NFkB block -35, NR5A2 inv ag -52, TWEAK Fn14 block -8, C8 TRAIL sens -6, NCOA3 inh -42, KKLEB cytotox 0, NR2F2 inh -13, EBV LMP1 NFkB -17 and SRC1 inh -47.
CCN(CC)c1ccc(NC(=O)COc2ccccc2C)cc1S(=O)(=O)Nc1ccccc1OC was read as TROY signal inh 1, Shn3 inh set2 37, CF NFkB block 10, NR5A2 inv ag 13, TWEAK Fn14 block 24, C8 TRAIL sens 5, NCOA3 inh -9, KKLEB cytotox 1, NR2F2 inh -7, EBV LMP1 NFkB 20 and SRC1 inh -6.
Cc1nnc(SCc2nnc(-c3ccccc3)o2)n(N)c1=O was read as TROY signal inh -9, Shn3 inh set2 5, CF NFkB block -6, NR5A2 inv ag -5, TWEAK Fn14 block -2, C8 TRAIL sens -14, NCOA3 inh -2, KKLEB cytotox 0, NR2F2 inh -5, EBV LMP1 NFkB -4 and SRC1 inh 15.
For CC1Cc2ccccc2N1C(=O)c1ccc(N2CCCC2)c([N+](=O)[O-])c1 (stereo not drawn) the results were TROY signal inh 12, Shn3 inh set2 -11, CF NFkB block -14, NR5A2 inv ag 0, TWEAK Fn14 block 29, C8 TRAIL sens -3, NCOA3 inh -12, KKLEB cytotox -5, NR2F2 inh -4, EBV LMP1 NFkB -3 and SRC1 inh -15.
For CC(C)Cn1c(N)c(C(=O)COC(=O)C2CC(=O)N(c3ccc4c(c3)OCCO4)C2)c(=O)n(C)c1=O (stereo not drawn) the results were TROY signal inh 12, Shn3 inh set2 10, CF NFkB block 3, NR5A2 inv ag -4, TWEAK Fn14 block -6, C8 TRAIL sens 11, NCOA3 inh 3, KKLEB cytotox 18, NR2F2 inh 11, EBV LMP1 NFkB 2 and SRC1 inh -21.
`O=C(NCCN1C(=O)C2C3C=CC(C3)C2C1=O)N1CCOCC1` (stereo not drawn) gave TROY signal inh 3, Shn3 inh set2 -18, CF NFkB block 24, NR5A2 inv ag -16, TWEAK Fn14 block -6, C8 TRAIL sens -5, NCOA3 inh -4, KKLEB cytotox -9, NR2F2 inh 5, EBV LMP1 NFkB -3 and SRC1 inh -49.
Screening COc1ccc(/C=C/C(=O)c2ccc(O)cc2)cc1COc1ccc(F)cc1 returned TROY signal inh 4, Shn3 inh set2 -11, CF NFkB block -7, NR5A2 inv ag 20, TWEAK Fn14 block 55*, C8 TRAIL sens 5, NCOA3 inh 9, KKLEB cytotox -24, NR2F2 inh -16, EBV LMP1 NFkB 0 and SRC1 inh -8.
COCCN1Cc2cccc(C(=O)Nc3ccc(S(=O)(=O)N4CCOCC4)cc3)c2C1=O was read as TROY signal inh 9, Shn3 inh set2 -35, CF NFkB block 23, NR5A2 inv ag -8, TWEAK Fn14 block -7, C8 TRAIL sens 1, NCOA3 inh -5, KKLEB cytotox -21, NR2F2 inh 9, EBV LMP1 NFkB -4 and SRC1 inh -8.
Screening CC1CN(C(=O)COC(=O)c2ccc(Cl)c(N)c2)CC(C)O1 (stereo not drawn) returned TROY signal inh -5, Shn3 inh set2 -22, CF NFkB block 2, NR5A2 inv ag 5, TWEAK Fn14 block 19, C8 TRAIL sens -7, NCOA3 inh -1, KKLEB cytotox 1, NR2F2 inh -6, EBV LMP1 NFkB -2 and SRC1 inh 16.
`Cn1cc(S(=O)(=O)NCc2ccco2)c(=O)n(C)c1=O` gave TROY signal inh 5, Shn3 inh set2 2, CF NFkB block 23, NR5A2 inv ag -1, TWEAK Fn14 block -1, C8 TRAIL sens 9, NCOA3 inh -3, KKLEB cytotox 9, NR2F2 inh -15, EBV LMP1 NFkB 2 and SRC1 inh -12.
N#Cc1ccc(-c2cccnc2)nc1SCC(=O)c1ccccc1 was read as TROY signal inh -18, Shn3 inh set2 -70, CF NFkB block -8, NR5A2 inv ag -57, TWEAK Fn14 block -21, C8 TRAIL sens 4, NCOA3 inh -46, KKLEB cytotox -1, NR2F2 inh -23, EBV LMP1 NFkB -3 and SRC1 inh -74.
For CN(CC(=O)Nc1cccc(F)c1)CC(=O)N1CCCCC1 the results were TROY signal inh 4, Shn3 inh set2 -18, CF NFkB block 22, NR5A2 inv ag 7, TWEAK Fn14 block 0, C8 TRAIL sens 13, NCOA3 inh 3, KKLEB cytotox -18, NR2F2 inh 19, EBV LMP1 NFkB 0 and SRC1 inh -7.
Screening C=CC[C@H](CC(=O)N(CCO)Cc1ccccc1)C(=O)NCCOC(=O)[C@@H](CC=C)CC(=O)OC(C)(C)C returned TROY signal inh -12, Shn3 inh set2 -3, CF NFkB block 1, NR5A2 inv ag -12, TWEAK Fn14 block 4, C8 TRAIL sens 5, NCOA3 inh 6, KKLEB cytotox 3, NR2F2 inh 14, EBV LMP1 NFkB 4 and SRC1 inh -13.
Cc1cc([N+](=O)[O-])nn1CCCC(=O)Nc1sc2c(c1C(N)=O)CCCC2 was read as TROY signal inh -1, Shn3 inh set2 13, CF NFkB block -2, NR5A2 inv ag 2, TWEAK Fn14 block -10, C8 TRAIL sens -3, NCOA3 inh 12, KKLEB cytotox -4, NR2F2 inh -4, EBV LMP1 NFkB 4 and SRC1 inh -15.
